SKBR3 24h inh: SK-BR-3 proliferation inhibitors; SK-BR-3 viability, CellTiter-Glo ATP luminescence, 24 h; active compounds read low; viability, % at 10 µM; 41,000 tested, 0.47% active; AID 847;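 active = viability at or below the median of all test compounds minus 3 SD, in both replicates if run twice, cut at about 45% in these data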;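 note: 100% = median untreated cell wells and 0% = median positive control drug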
* marks the source's active call; other numbers are inactive results. Not all compounds are listed (hit frequency here may not be typical).

structure	SKBR3 24h inh
O=S(=O)(O)c1nnc2sc3ccccc3n12	79.1
CCNc1nc(N)c(C(=O)c2ccc(Cl)s2)s1	80.3
Cc1cc(C)c2c(c1)NC(=O)C2(O)CC(=O)c1cccs1 (stereo unspecified)	98.8
Cc1ccc(-n2nc3cc(Cl)c(NC(=O)c4ccco4)cc3n2)cc1	85.4
Cc1cccc(OCCc2nnc(N)s2)c1C	48.3
Cc1nc(NCCN2CCOCC2)c2oc3ccccc3c2n1	75.7
NS(=O)(=O)c1cc2c(cc1Cl)NC(C(Cl)Cl)NS2(=O)=O (stereo unspecified)	105.0
O=C(CCn1c(=O)oc2ccccc21)Nc1ccon1	98.0
C=CCn1c(O)c(C(CC)=Nc2ccccc2NC(=O)CC)c(=O)[nH]c1=O	90.0
CC(Nc1nc(N2CCCC2)nc2ccccc12)c1ccccc1 (stereo unspecified)	85.9
O=c1c2ccccc2nc(-c2ccco2)n1CCCn1ccnc1	102.4
N=c1c2c(n(Cc3ccc(Cl)cc3)c3c1CCC3)CCC2	69.5
CCOC(=O)c1cnc2ccc(C(=O)OC)cc2c1NCCN1CCOCC1	86.6
CCc1nc(NCCCN2CCOCC2)c2oc3ccccc3c2n1	91.6
Cc1cc(C)cc(NC(=O)CN(C)S(=O)(=O)c2cccc3nsnc23)c1	82.3
COc1ccc(Cl)cc1C(=O)Nc1ccccc1N1CCN(C(=O)C(C)C)CC1	77.4
Cc1ccc(-c2nnn(CC(=O)N(CCO)C(C(=O)NC(C)(C)C)c3ccncc3)n2)cc1 (stereo unspecified)	94.9
N#CCSc1nnc2ccc3ccccc3n12	90.3
N#CC(C#N)=c1ccc2c(c1)N1C3=C(CCCC3)CC3CCCCC31N=2 (stereo unspecified)	106.0
COCCn1c(N)c(C(=O)NCC2CCCO2)c2nc3ccccc3nc21 (stereo unspecified)	93.5

Further compounds:
structure	SKBR3 24h inh
Nc1nc(CSc2nc3ccccc3s2)nc(N2CCCCC2)n1	82.0
c1ccc(CNc2ncnc3c2cnn3-c2ccccc2)cc1	115.0
CC1=C(C(=O)OCc2ccc3c(c2)OCO3)C(c2ccc(Cl)cc2)NC(=O)N1 (stereo unspecified)	82.3
O=C(Nc1ccc2c(c1)nc1n2CCCCC1)c1cc(S(=O)(=O)N2CCOCC2)ccc1Cl	69.0
COCCOc1nc2c(c(=O)n(C)c(=O)n2C)n1CCc1ccccc1	68.7
OCCNc1nc(Nc2ccccc2)nc(Nc2ccccc2)n1	89.5
COc1ccc2c(c1)CCC(C)N2S(=O)(=O)c1ccc(C2CNC(=O)C2)cc1 (stereo unspecified)	96.2
O=C(NCC1COc2ccccc2O1)c1c[nH]c2ccc(S(=O)(=O)N3CCOCC3)cc2c1=O (stereo unspecified)	110.4
O=C(O)CCCC(=O)N1CCN(c2cccc(Cl)c2)CC1	98.1
COCCN(C(=O)Cc1cccs1)c1nnc(-c2cccnc2)s1	100.1
COc1ccccc1-c1cc(C(=O)Nc2cccnc2)no1	90.1
CCCC(=N)C1=C(O)CC(CC(C)SCC)CC1=O (stereo unspecified)	85.6
Cc1ccc(NC(=O)N2CCCC2C(=O)NCCc2ccccc2)cc1 (stereo unspecified)	125.3
Cc1c(Cl)cccc1NC(=O)CC1SCCNC1=O (stereo unspecified)	102.9
COC(=O)CCCCC(=O)C1C(=O)CC(C)(C)C(C(=O)OC)C1=O (stereo unspecified)	77.5
CN(C)C(=O)N1CCN(C(=O)c2ccccc2Sc2ccccc2C#N)CC1	82.4
O=c1/c(=C/c2ccc(CNS(=O)(=O)c3ccccc3)o2)sc2n1CCN=2	80.3
CCOC(=O)Cn1c2ccc(OC)cc2c2nc3ccccc3nc21	107.7
COc1cc2cc(C(c3nnnn3Cc3ccc(F)cc3)N3CCCCCC3)c(=O)[nH]c2cc1OC (stereo unspecified)	51.9
C/C(=N\O)c1ccccc1C(=O)O	94.5

The list continues:
structure	SKBR3 24h inh
Cc1cccc(-c2nnc(SCc3nc4ccccc4[nH]3)n2Cc2ccco2)c1	87.8
N#Cc1c(NC(=O)CSc2n[nH]c(Cc3ccccc3)n2)oc(-c2ccccc2)c1-c1ccccc1	85.2
Cc1cc(C)n(CC(=O)N2c3ccccc3Sc3ccccc32)n1	87.0
COc1ccc(OC)c(-n2nnnc2SCC(=O)NCCc2ccccc2)c1	109.5
O=C(O)c1ccc(-n2nnnc2Oc2ccccc2C(=O)N2CCOCC2)cc1	123.8
COCCOC(=O)/C=C1/NC(=O)CS1	98.1
CCCOc1ccccc1C1NC(=O)NC(C)=C1C(=O)OCCOCC (stereo unspecified)	99.8
O=C1OC(N2CCN(C(=O)C3CCCO3)CC2)c2ccccc21 (stereo unspecified)	107.6
CCCCc1n[nH]c2c1C(=O)CC(C)(C)C2	91.2
CC(=O)c1cc2c(cc1NC(=O)c1cc3nc(C(C)C)cc(C(F)(F)F)n3n1)OCO2	80.6
Cc1cc(C)c2nc3s/c(=C/c4ccc5c(c4)n(C)c(=O)n5C)c(=O)n3c2c1	104.4
Cc1ccc(Cn2ncc3c(N4CCN(c5ccccc5C)CC4)ncnc32)cc1	88.0
CCN(CC)C(=O)CSc1ncnc2c(-c3cccs3)nsc12	69.6
Cc1cc(=O)n(C)c(=O)n1CCCCCN1CCCC1	53.6
O=C(O)CC(NS(=O)(=O)c1cccc2nsnc12)c1ccc(F)cc1 (stereo unspecified)	110.9
CC1(C)Cc2nc3sc4c(=O)[nH]cnc4c3cc2CS1	107.7
Cc1[nH]cnc1CSCCN	103.8
O=C1C2C(C(=O)N1CC1CCCO1)C1C=CC2C12CC2 (stereo unspecified)	106.5
CCCCCC(=O)N(CN1C(=O)CCC1=O)c1ccccc1	77.6
CCOc1ccccc1N(CC(=O)O)S(=O)(=O)c1ccccc1	88.2

(list continues)
mol	SKBR3 24h inh
O=C(CN1CCOCC1)Nc1c2c(nc3ccccc13)N(Cc1ccccc1)CC2	100.2
Cn1c(CNC(=O)C(C)(C)C)nc2ccccc21	82.0
O=C(CSc1nc(-c2ccncc2)nn1CC(=O)N1CCCCC1)NC1CCCC1	77.7
CS(=O)(=O)Nc1ccc(C(=O)NCC2CCCO2)cc1 (stereo unspecified)	91.0
COCCn1c(N2CCN(c3ccc(OC)cc3)CC2)nc2c1c(=O)n(C)c(=O)n2C	86.6
COc1ccc(N2CCN(c3nc(NC(C)(C)C)nc(N4CCCCC4)n3)CC2)cc1	80.2
O=S(=O)(c1cc(Cl)ccc1Cl)N1CCCCC1	85.1
O=C(O)C1C2C=CC(C2)C1C(=O)NC1CCS(=O)(=O)C1 (stereo unspecified)	91.5

Other results follow:
mol	SKBR3 24h inh
O=C(NCc1ccco1)c1cc(S(=O)(=O)N2CCOCC2)c(Cl)cc1Cl	87.1
CCOc1cc(C#N)c(NC(=O)CSc2nnnn2-c2ccc(OC)cc2)cc1OCC	63.5
CCOC(=O)c1cc2c(=O)n3cccc(C)c3nc2n(CCc2ccccc2)c1=N	85.0
Cc1cccc(OCC(=O)N2CCC(c3ccccc3)C2)c1 (stereo unspecified)	88.7
CCCCOc1ccc(C(=O)Nc2ccc(N3CCN(C(=O)C(C)C)CC3)cc2)cc1	60.8
Cc1nnc(SCC(=O)Nc2ncc3c(n2)CCCC3=O)s1	86.5
COc1ccc2c(c1)c1c(n2C(C)=O)C(OC(C)=O)=NCC1	103.7
CC(C)=CC(=O)Nc1ccccc1Br	112.0

Carrying on.
mol	SKBR3 24h inh
Cn1c(CCN2CCCCC2)nc2cc(NS(=O)(=O)c3ccc(F)cc3)ccc21	104.2
CCOc1ccc(S(=O)(=O)NCC2CCCO2)c2cccnc12 (stereo unspecified)	97.3
CCCCOC(=O)c1[nH]c(C)c(C(=O)OC)c1C	92.8
Cn1nnnc1SCC(=O)Nc1ccc(Cl)cc1Cl	97.2
CC(NC(=O)c1ccc2c(c1)OCCO2)C(=O)O (stereo unspecified)	71.0
COCCn1c(=S)[nH]c2cc(OC)c(OC)cc2c1=O	92.4
Cc1cc(NC(=O)CSc2nnc3c(C)cc4cc(C)c(C)cc4n23)no1	80.7
O=C(O)c1c[nH]ccc1=O	98.9

Reprinted from the entries so far, 5 compounds:
mol	SKBR3 24h inh
Cn1nnnc1SCC(=O)Nc1ccc(Cl)cc1Cl	97.2
CC(NC(=O)c1ccc2c(c1)OCCO2)C(=O)O (stereo unspecified)	71.0
COCCn1c(=S)[nH]c2cc(OC)c(OC)cc2c1=O	92.4
Cc1cc(NC(=O)CSc2nnc3c(C)cc4cc(C)c(C)cc4n23)no1	80.7
O=C(O)c1c[nH]ccc1=O	98.9

Remaining list, next part
mol	SKBR3 24h inh
O=C(NCc1ccco1)c1cc(-c2cccnc2)nc2ccc(Cl)cc12	78.0
CC1CCN(CCC(=O)Nc2ccc(Br)cc2)CC1	112.8
O=C(CN1C(=O)c2ccccc2S1(=O)=O)Nc1ccc(S(=O)(=O)N2CCCCCC2)cc1	78.5
Cc1ccccc1NS(=O)(=O)c1cccc(-c2nnc(-c3ccccc3)o2)c1	86.5
CCN(CC)S(=O)(=O)c1ccc(NC(=O)CN(c2ccc(OC)cc2OC)S(C)(=O)=O)cc1	73.3
CCOC(=O)c1ccccc1NC(=O)Cn1c(-c2nonc2N)nc2ccccc21	67.6
COc1ccc(S(=O)(=O)N2CCN(c3nc4ccccc4nc3-n3nc(C)cc3C)CC2)cc1	100.9
O=C(O)c1ccc(N2C(=O)CC(Cc3ccccc3)C2=O)cc1 (stereo unspecified)	89.1

Following part
mol	SKBR3 24h inh
Cc1ncsc1CCSc1nc2ccccc2c(=O)n1C	88.5
CC(C)c1ccc(NC(=O)C(c2ccccc2)N2CCN(C=O)CC2)cc1 (stereo unspecified)	64.0
CS(=O)(=O)NCCOc1ccc(S(=O)(=O)N2CCCc3ccccc32)cc1	81.6
CN1c2cccc3cccc(c23)N(C)C1(C)C	97.6
Cc1cc(N)n(-c2ccccc2)n1	95.9
Nc1nonc1-c1noc(CCCOc2ccc(Cl)cc2Cl)n1	97.1
COc1ccccc1-c1nc(SCc2ccccn2)n[nH]1	110.2
COc1cc(OC)c(C2CC(=O)N3CN(c4ccccc4)CSC3=C2C#N)cc1OC (stereo unspecified)	97.7

Remaining list, next part.
mol	SKBR3 24h inh
OCCN1CCN(Cc2cccc(Oc3ccc(Cl)cc3)c2)CC1	97.9
Cc1ccc(N2C(=O)NC3(CCCCC3)C2=O)cc1	87.5
Cc1cc(=O)[nH]c(S/C=C/c2ccccc2)n1	82.3
CCc1cc(C(=O)N2CCOCC2)c(NC2=NS(=O)(=O)c3ccccc32)s1	81.4
COc1ccc(N2CCN(C(=O)c3ccc(NS(=O)(=O)c4ccccc4)cc3)CC2)cc1	80.4
COc1cc(OC)cc(C(=O)NCc2n[nH]c(=S)n2-c2ccccc2)c1	88.8
CCOC(=O)N1CCN(C(=O)CN(Cc2ccccc2)S(C)(=O)=O)CC1	105.8
COc1ccc(-c2nnn(CC(=O)N(CC(=O)NCCC(C)C)c3ccccc3)n2)cc1OC	81.7

Later entries:
mol	SKBR3 24h inh
COc1cccc2cc(C(=O)Nc3cccnc3N3CCOCC3)c(=O)oc12	104.1
O=C(O)c1cc2cc(Cl)cc(Cl)c2oc1=O	87.3
CN(C)c1ccc(S(=O)(=O)c2ccc(Cl)cc2)cc1	83.8
Cc1c(CNC(=O)c2cnn3c2NC(c2ccc(Br)cc2)CC3C(F)(F)F)cnn1C (stereo unspecified)	102.4
CCn1c(=O)[nH]c2cc(C(=O)N3CCN(c4ccccc4)CC3)ccc2c1=O	85.0
N#CC1=C(N)Oc2ccccc2C12C(=O)Nc1n[nH]c(-c3ccccc3)c12 (stereo unspecified)	108.2
COC(=O)c1ccccc1NC(=O)CN(c1ccccc1)S(=O)(=O)N(C)C	88.4
COc1ccc(C2C(C(=O)N3CCCC3)c3cc(OC)c(OC)cc3C(=O)N2C)cc1OC (stereo unspecified)	100.2

Some of these compounds in order of formula weight, rising:
mol	SKBR3 24h inh
CN(C)c1ccc(S(=O)(=O)c2ccc(Cl)cc2)cc1	83.8
CCn1c(=O)[nH]c2cc(C(=O)N3CCN(c4ccccc4)CC3)ccc2c1=O	85.0
COc1ccc(C2C(C(=O)N3CCCC3)c3cc(OC)c(OC)cc3C(=O)N2C)cc1OC (stereo unspecified)	100.2

Continuation:
mol	SKBR3 24h inh
O=C1CCCC2=C1C(c1ccncc1)c1c(nc(SCc3ccccc3Cl)[nH]c1=O)N2 (stereo unspecified)	108.2
CCOC(=O)c1sc2nc(C)n(CC(=O)NCC3CCCO3)c(=O)c2c1C (stereo unspecified)	96.0
O=C(CCn1c(=O)c2ccccc2n(Cc2cccnc2)c1=O)NCc1ccc2c(c1)OCO2	87.7
COc1cc(C2C(C(=O)c3ccco3)=C(O)C(=O)N2Cc2cccnc2)cc(OC)c1OC (stereo unspecified)	83.5
CC(=O)NC(Cc1c[nH]c2ccccc12)C(=O)Nc1ccc2c(c1)OCO2 (stereo unspecified)	84.6
C/C=C/Cn1c(N2CCCCCC2)nc2c1c(=O)[nH]c(=O)n2C	46.4
CC(=N)C1=C(O)CC(C)(C)CC1=O	105.1
CCCOc1cccc(C2/C(=C(/O)c3ccncc3)C(=O)C(=O)N2CCCN(C)C)c1 (stereo unspecified)	90.7

Additional compounds.
mol	SKBR3 24h inh
CCCOc1ccc(-c2nc(C#N)c(N3CCN(CC)CC3)o2)cc1	61.5
CC(=O)Nc1ccccc1C(=O)N1CC(C)OC(C)C1 (stereo unspecified)	110.2
Cc1cc(C)nc(N(C#N)S(=O)(=O)c2ccccc2Cl)n1	93.8
C/C(Cl)=C/Cn1c(NCCN(C)C)nc2c1c(=O)n(C)c(=O)n2C	75.1
Clc1ccc(-c2nnc(SCc3cn4ccsc4n3)n2CC2CCCO2)cc1 (stereo unspecified)	66.3
CCCn1c(=N)n(CC(=O)C(C)(C)C)c2ccccc21	91.8
NC(=O)C1CCCN(C(=O)NC2CCCCC2)C1 (stereo unspecified)	97.0
O=S(=O)(Nc1ccc2c(c1)OCCO2)c1cccc2nsnc12	72.2

Compounds from the list above that have a CF3 group:
mol	SKBR3 24h inh
CC(=O)c1cc2c(cc1NC(=O)c1cc3nc(C(C)C)cc(C(F)(F)F)n3n1)OCO2	80.6
Cc1c(CNC(=O)c2cnn3c2NC(c2ccc(Br)cc2)CC3C(F)(F)F)cnn1C (stereo unspecified)	102.4
